Screens (PubChem)
APEX1 inh: blocks human APE1 abasic DNA cleavage. Potency, µM (series often up to 65.8 µM), for the others: top-dose activity change, negative = inhibition, most hits filed as inhibitors. AID 2517. 0.35% of 350,000 active. recombinant APE1, TAMRA/BHQ-2 abasic DNA cleavage fluorescence. P27695;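 also: potency is read from the fitted curve at half-maximal effect; plate controls were vehicle for no effect and reference inhibitor for full effect; nearly all actives have a fitted effect of over 55% in size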
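Enzyme (0.75 nM final) and test compound are incubated 15 min at room temperature before adding 50 nM quenched THF abasic-site duplex. Cleavage dequenches TAMRA, followed at 525/598 nm over three reads one minute apart.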
Apoferritin bind: binds horse apoferritin like a general anesthetic | 0.074% of 350,000 active | AID 485281 | apoferritin/1-aminoanthracene competitive binding, fluorescence | Potency, µM (doses to about 77.5 µM), for the others: at the highest dose activity change, negative = displacement, hits mostly inhibitors; also: potency is read from the fitted curve at half-maximal effect; % is scaled to controls: 0 for no effect and ±100 for the full control effect; nearly all actives have a fitted effect of over 20% in size
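10 uM apoferritin + 50% sat. 1-AMA, PBS; cpd 10 min RT; Ex380/Em535 endpoint; normalized to free probe vs complex; 4-param Hill fit; propofol titration as pos. ctrl.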
Pol eta inh: DNA polymerase eta (human) inhibition. Q9Y253. recombinant Pol eta, fluorescent DNA replication assay. Potency, µM (doses to about 114 µM), without a hit: at the top dose activity change, negative = inhibition, actives largely listed as inhibitors. 1.2% of 390,000 active; also: potency is read from the fitted curve at half-maximal effect; % is scaled to controls: 0 for no effect and ±100 for the full control effect
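Fluorescent replication assay: 50 nM final substrate added after a 15 min room-temperature compound preincubation with 10 nM enzyme. Signal taken at 0 min and again at 10 min.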
BLM helicase inh: blocks DNA unwinding by human BLM helicase. P54132. recombinant BLM DNA unwinding, fluorescence dequenching. Potency, µM (titrated, usually from 56.1 µM), without a hit: at the top dose activity change, negative = inhibition, most hits filed as inhibitors. 0.2% of 350,000 active. AID 2528;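 also: potency is read from the fitted curve at half-maximal effect; plate controls were vehicle for no effect and no enzyme for full effect; nearly all actives have a fitted effect of over 35% in size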
Target sequence (P54132 whole entry, looked up): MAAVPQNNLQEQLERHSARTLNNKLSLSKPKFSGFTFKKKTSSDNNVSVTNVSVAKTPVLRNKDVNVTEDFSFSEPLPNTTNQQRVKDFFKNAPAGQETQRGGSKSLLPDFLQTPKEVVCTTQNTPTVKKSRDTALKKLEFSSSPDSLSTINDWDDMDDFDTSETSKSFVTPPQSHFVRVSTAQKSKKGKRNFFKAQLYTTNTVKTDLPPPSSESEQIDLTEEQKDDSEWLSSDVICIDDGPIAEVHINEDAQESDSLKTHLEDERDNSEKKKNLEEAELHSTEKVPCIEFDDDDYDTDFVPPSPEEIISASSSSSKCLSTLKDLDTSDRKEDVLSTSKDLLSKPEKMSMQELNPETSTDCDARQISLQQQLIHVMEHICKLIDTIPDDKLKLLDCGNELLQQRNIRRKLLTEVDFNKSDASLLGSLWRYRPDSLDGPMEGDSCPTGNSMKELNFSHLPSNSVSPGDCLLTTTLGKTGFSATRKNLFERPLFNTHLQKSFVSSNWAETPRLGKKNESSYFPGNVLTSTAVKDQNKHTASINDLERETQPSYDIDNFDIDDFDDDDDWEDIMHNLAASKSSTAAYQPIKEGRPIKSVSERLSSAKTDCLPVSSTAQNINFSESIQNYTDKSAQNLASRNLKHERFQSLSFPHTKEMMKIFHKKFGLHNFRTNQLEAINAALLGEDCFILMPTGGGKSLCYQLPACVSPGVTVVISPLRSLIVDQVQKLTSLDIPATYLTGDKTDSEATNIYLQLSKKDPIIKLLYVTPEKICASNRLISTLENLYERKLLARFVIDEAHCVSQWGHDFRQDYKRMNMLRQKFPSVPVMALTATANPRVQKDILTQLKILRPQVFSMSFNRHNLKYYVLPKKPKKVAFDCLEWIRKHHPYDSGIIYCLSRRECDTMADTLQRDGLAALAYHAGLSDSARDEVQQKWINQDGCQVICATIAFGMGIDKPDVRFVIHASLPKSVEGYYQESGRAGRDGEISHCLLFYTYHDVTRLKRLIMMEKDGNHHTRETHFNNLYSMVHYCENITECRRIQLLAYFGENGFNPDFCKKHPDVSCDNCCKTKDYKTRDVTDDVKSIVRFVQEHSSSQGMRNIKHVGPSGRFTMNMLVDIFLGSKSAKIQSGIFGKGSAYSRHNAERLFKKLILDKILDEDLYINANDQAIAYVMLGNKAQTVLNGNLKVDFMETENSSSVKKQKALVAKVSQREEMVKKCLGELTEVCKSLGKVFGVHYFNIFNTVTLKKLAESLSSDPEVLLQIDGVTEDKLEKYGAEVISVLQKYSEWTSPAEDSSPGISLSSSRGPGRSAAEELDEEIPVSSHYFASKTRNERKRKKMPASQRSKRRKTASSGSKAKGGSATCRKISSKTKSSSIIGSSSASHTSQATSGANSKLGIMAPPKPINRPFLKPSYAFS
Pol kappa inh: blocks human DNA polymerase kappa activity. Potency, µM (doses to about 107 µM), for inactives: at the highest dose activity, negative = inhibition, usual class: inhibitors. 0.53% of 400,000 active. Q9UBT6. purified Pol kappa, fluorescent DNA synthesis assay, 10 min; also: potency is read from the fitted curve at half-maximal effect; % is scaled to controls: 0 for no effect and ±100 for the full control effect
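Here, compound and 10 nM enzyme are combined for 15 min at room temperature; adding 50 nM substrate (final) starts DNA synthesis, tracked by fluorescence at 0 and 10 min against buffer-only wells.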
LDHA inh: LDHA (human) enzyme inhibition | activity change, % (values are at about 110 or 230 µM) | AID 1347041 | purified LDHA, NADH/diaphorase-resazurin fluorescence; stronger effect = lower value | 0.15% of 480,000 active; in the data active = activity change below about -30%; inconclusive = mostly about -25% to -30%;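 also: plate controls were DMSO wells for no effect and wells without enzyme for full effect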
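Remaining NADH was detected by diaphorase (0.133 mg/mL) converting 37 µM resazurin to fluorescent resorufin, read at 0 and 20 minutes. The preceding 5-minute room-temperature reaction used 2 nM LDHA, 0.2 mM sodium pyruvate and 0.06 mM NADH at pH 7.4.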
POLI inh: DNA polymerase iota (human) inhibition; 1% of 390,000 active; Potency, µM (titrated, usually from 115 µM), inactives show top-dose activity, negative = inhibition, usual class: inhibitors; AID 588590; Pol iota fluorescent replication assay, 10 min; Q9UNA4; also: potency is read from the fitted curve at half-maximal effect
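Fluorescent replication assay read twice, at 0 min and 10 min after adding 50 nM (final) substrate. Enzyme (10 nM) and compounds were first incubated 15 min at room temperature; enzyme-free buffer wells were negative controls.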
GRP78 ERSR act: induces the endoplasmic reticulum stress response in human glioma cells. U87-MG GRP78 promoter luciferase reporter, 16 h. 0.02% of 420,000 active. Potency, µM, for inactives: at the top dose activation, most hits filed as activators; also: potency is read from the fitted curve at half-maximal effect; series mostly up to about 76 µM; % of control where 0% means no effect; nearly all actives have a fitted effect of over 35% in size
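ERSR induction read as luciferase luminescence (Bright-Glo, 10 min at room temperature) in stably transfected human U87-MG glioma cells exposed to compounds for 16 h, using GRP78 as sensor.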
POLB inh: blocks human DNA polymerase beta activity; P06746; Pol beta primer extension/strand displacement, fluorescence kinetic; Potency, µM (doses to about 114 µM), for inactives: at the top dose activity change, negative = inhibition, most hits filed as inhibitors; 1.3% of 340,000 active; AID 485314; also: potency is read from the fitted curve at half-maximal effect; % is scaled to controls: 0 for no effect and ±100 for the full control effect
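Preincubation: enzyme (10 nM) with compound, 15 min, RT. Reaction: substrate added to 50 nM final. Reads: 0 and 10 min. Analysis: normalized, Hill fit.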
Active calls of the source: *; ? = inconclusive; / = no result given; & = joins results of further samples; [ ] = dose if it differs, or a comment. Unless noted, calls follow the shape of the dose curve; as a rule, active = well fitted curve in the direction sought with a large enough effect; inconclusive = small, poorly fitted or top-dose-only effect, or another doubt; inactive = no such curve, though single readings can be large; an effect the other way counts as inactive or inconclusive.

nr	Molecule	APEX1 inh	Apoferritin bind	Pol eta inh	BLM helicase inh	Pol kappa inh	LDHA inh	POLI inh	GRP78 ERSR act	POLB inh
1	CCN(C(=O)COC(=O)c1cc2c(s1)CCC(C)C2)c1c(N)n(Cc2ccccc2)c(=O)[nH]c1=O (configuration not stated)	/	/	?	/	-7%	-2	?	-6%	/
2	Cc1noc(C)c1C(=O)N1CCN(S(=O)(=O)c2ccc(F)cc2)CC1	-7%	-3%	-17%	-1%	6%	1	14%	-1%	1%
3	CON(C)S(=O)(=O)c1ccc2c(c1)NC(=O)C1CCCN21 (configuration not stated)	-2%	-14%	-4%	-1%	-11%	-3	22µM*	-5%	-1%
4	COc1ccc(CCNC(=O)CCS(=O)(=O)c2cc(Br)cc3c2N(C(C)=O)CC3)cc1OC	/	-1%	-3%	3%	-10%	-9	-7%	-4%	-1%
5	O=C(COc1cc([N+](=O)[O-])cc2cccnc12)NCCC1=CCCCC1	-4%	-15%	-9%	-1%	-9%	11	26%	-3%	24%
6	COc1cccc(C(=O)Nc2cccc3ccccc23)c1	18%	-12%	-24%	-4%	-1%	-4	139%[activator]	-6%	39%
7	Cc1ccc(-c2cc(C(=O)Nc3cc(C(=O)O)ccc3C)c3ccccc3n2)cc1	?	-2%	?	0%	3%	-1	-9%	4%	-1%
8	COCCCN(C(=O)CSc1nc2ccccc2c(=O)n1C)c1c(N)n(Cc2ccccc2)c(=O)[nH]c1=O	/	/	?	/	-24%	-2	18%	-4%	/
9	C#CCOCCOCCOCCNc1nc(N2CCN(C(=O)Cn3cc(CCO)nn3)CC2)nc(N2CCN(C(=O)[C@H](Cc3ccc(O)cc3)n3cc(CCO)nn3)CC2)n1	/	/	-1%	/	7%	-5	-15%	-6%	/
10	CC(OC(=O)CCN1C(=O)C2CC=CCC2C1=O)C(=O)Nc1cccc(C#N)c1 (configuration not stated)	12%	/	-16%	/	1%	4	-5%	-3%	/
11	CCSc1nnc(NC(=O)[C@@H](NC(=O)c2ccc(C(C)(C)C)cc2)C(C)C)s1	-1%	-4%	-13%	-13%	-15%	4	8%	1%	10%
12	Cc1noc(NS(=O)(=O)c2ccc(N/C=C\C(=O)c3ccc(Br)cc3)cc2)c1C	-1%	-23%	-33%	-11%	-6%	-9	43%	1%	?

(cont.)
nr	Molecule	APEX1 inh	Apoferritin bind	Pol eta inh	BLM helicase inh	Pol kappa inh	LDHA inh	POLI inh	GRP78 ERSR act	POLB inh
13	O=C(NCCC(NS(=O)(=O)OCC(Cl)(Cl)Cl)c1ccccc1)C(F)(F)F (configuration not stated)	-10%	-10%	-24%	-4%	9%	0	19%	-4%	49%
14	COC(=O)c1ccc2c(=O)n(CC3CCCO3)c(SCC(=O)NCCc3ccc(S(N)(=O)=O)cc3)nc2c1 (configuration not stated)	9%	0%	-13%	1%	6%	-9	11%	-2%	0%
15	COC(=O)c1ccccc1NC(=S)NC(=O)COc1ccccc1Cl	-10%	?	-12%	-6%	-12%	-5	5%	-4%	1%
16	C=CCNC(=O)C1CCN(c2ccc(S(=O)(=O)N3CCOCC3)cc2Cl)CC1	5%	-9%	-16%	-4%	-15%	-6	186%[activator]	-3%	5%
17	Cc1cc(C)cc(N(CC(=O)NCc2ccco2)S(=O)(=O)c2ccccc2)c1	2%	-16%	-9%	-2%	0%	-9	20%	-3%	14%
18	CCOC(=O)C1CCN(c2cc3c(cc2NC(=O)c2ccccc2F)n(C)c(=O)n3C)CC1	4%	3%	11%	-3%	-10%	4	49%[activator]	-5%	7%
19	CCCCCCC(=O)Nc1ccc(Cl)cn1	4%	-22%	3%	2%	-11%	-9	3%	5%	33%
20	COc1ccc(OC)c(/C=N/NC(=O)c2ccc(=O)[nH]n2)c1	-2%	-10%	1%	-11%	3%	-8	-1%	-5%	?
21	Fc1cccc(CSc2nc(NCCc3ccccc3)c3ccccc3n2)c1	/	-9%	-14%	-4%	-6%[60.1 µM]	-4	10%	-2%	-14%
22	O=C(COc1coc(CN2CCN(c3cccc(Cl)c3)CC2)cc1=O)NC1CCCC1	-7%	/	-10%	/	-22%	-8	?	-3%	/
23	Cc1ccnc(NC(=O)C2CC(=O)N(c3ccc4c(c3)OCCO4)C2)c1 (configuration not stated)	-20%	-15%	-1%	1%	2%	-9	-16%	-12%	2%
24	O=c1cc(-c2ccccc2)n2c(SCc3c(F)cccc3Cl)nnc2[nH]1	/	1%	-12%	-1%	-14%[60.1 µM]	-6	4%	-4%	-2%

Remaining list, next part
nr	Molecule	APEX1 inh	Apoferritin bind	Pol eta inh	BLM helicase inh	Pol kappa inh	LDHA inh	POLI inh	GRP78 ERSR act	POLB inh
25	C[C@H](CO)N1C[C@H](C)[C@@H](CN(C)Cc2ccncc2)Oc2c(NC(=O)CCC(F)(F)F)cccc2C1=O	-9%	/	-16%	/	-11%	-1	21%	-1%	/
26	Cc1cc(Cl)ccc1OCC(=O)N(Cc1ccco1)Cc1ccco1	/	-11%	-23%	-8%	-5%	1	0%	-1%	-1%
27	O=C(O)/C=C/C(=O)Nc1ccc(C(=O)c2ccccc2)cc1	5%	-10%	-1%	-7%	-4%	-17	-2%	0%	-9%
28	Cc1ccc(NC(=O)CNC(=O)c2ccc(OC(F)F)cc2)cc1S(=O)(=O)N1CCCCCC1	/	/	-25%	/	-2%	0	-20%	-5%	/
29	Cc1cc(C)cc(OCc2cc(=O)n3cc(C)sc3n2)c1	/	-4%	1%	-2%	-3%	-3	35%[activator]	0%	-3%
30	COc1ccc(NC(=S)Nn2cnnc2)c(OC)c1	24%	-17%	2%	0%	-1%	-3	114%[activator]	-6%	-3%
31	Cc1cc(C)cc(-n2ncc3c2CCCC3NC(=O)C2(C(N)=O)CC2)c1 (configuration not stated)	7%	-7%	-12%	1%	-6%	-5	25%	0%	-7%
32	Oc1c(CN2CCOCC2)ccc2ccccc12	0%	-7%	-14%	-8%	-5%	35	28%	-2%	-2%
33	Cc1ccc(C(=O)CSc2nc3cc(C(=O)NC4CCCC4)ccc3c(=O)n2CC2CCCO2)c(C)c1 (configuration not stated)	/	-15%	-11%	1%	1%	-7	4%	-1%	0%
34	CC1Cc2ccccc2N1C(=O)C1CCCCN1S(=O)(=O)c1ccccc1 (configuration not stated)	-5%	-23%	-15%	-5%	-11%	-5	1%	-4%	10%
35	CC(C)CN(C(=O)COC(=O)c1ccc(Br)cc1)c1c(N)n(Cc2ccccc2)c(=O)[nH]c1=O	11%	/	-3%	/	-10%	-14	6%	-1%	/
36	Cc1ccc(NS(=O)(=O)c2ccc(C(=O)OCC(=O)Nc3cc(C)on3)cc2)cc1	5%	-8%	-17%	-5%	-17%	-3	16%	-1%	6%

Carrying on.
nr	Molecule	APEX1 inh	Apoferritin bind	Pol eta inh	BLM helicase inh	Pol kappa inh	LDHA inh	POLI inh	GRP78 ERSR act	POLB inh
37	COC(=O)C1=C(C)NC(=O)NC1c1ccc(OC(=O)c2ccco2)cc1 (configuration not stated)	1%	-7%	2%	-2%	-25%	-9	38%[activator]	2%	25%
38	CCOc1ccccc1NC(=O)C(c1ccccc1)N1CCN(CC(=O)N2CCOCC2)CC1 (configuration not stated)	-6%	/	-8%	/	9%	1	20%	-1%	/
39	Cc1ccc(C(=O)O)cc1-c1ccc(/C=C2/NC(=O)N(c3ccccc3)C2=O)o1	11µM*	-7%	2.8µM*	12%	22µM*	7	14µM*	?	5.6µM*
40	COc1ccc(C)cc1NC(=O)CN1C(=O)COc2ccc(S(=O)(=O)N3CCCCCC3)cc21	22%	-17%&-15%	-14%&-25%	1%&1%	6%&1%	-1&-2	18%&19%	5%&-1%	28%&11%
41	CCCOc1ccc(CNC(=O)C2CCN(C(=O)c3sccc3-n3cccc3)CC2)cc1	/	-17%	/	-4%	-4%	-3	33%	/	1%
42	CCOc1ccc(CCNC(=O)c2ccc(C)c(-n3c(C)nc4cccnc43)c2)cc1OCC	/	-13%	-14%	0%	-9%	-4	15%	-2%	-4%
43	CCOC(=O)C(=O)N1CCC(Cc2ccccc2)CC1	-2%	-15%	-7%	-3%	2%	-4	26%	-3%	3%
44	CCCCN(CCNP(=O)(OCC)OCC)CP(=O)(OCC)OCC	12%	-8%	-13%	-1%	5%	2	-4%	-2%	3%
45	CCC(CC)c1nnc(NC(=O)C2CC(=O)N(C3CCCC3)C2)s1 (configuration not stated)	32%	-14%	-7%	-6%	3%	-12	40%[activator]	-4%	0%
46	O=C(Cn1nc(-c2ccccc2)ccc1=O)NCCCN1CCOCC1	2%	-8%	-13%	0%	17%	-3	33%[activator]	-3%	-3%
47	O=S(=O)(Cc1ccccc1)Nc1ccccc1Br	27%	?	-9%	-3%	0%	-8	116%[activator]	0%	28%
48	N#C/C(=C\c1ccccc1)C(=O)Nc1sc2c(c1C(N)=O)CCC2	/	-15%	-13%	-5%	-19%	4	?	-3%	-1%

Next entries follow:
nr	Molecule	APEX1 inh	Apoferritin bind	Pol eta inh	BLM helicase inh	Pol kappa inh	LDHA inh	POLI inh	GRP78 ERSR act	POLB inh
49	Cc1cc(NS(=O)(=O)c2ccccc2)no1	13%	9%	1%	2%	-5%	-9	-10%	-1%	-3%
50	COc1ccccc1CNC(=O)CCC1N=C2c3ccccc3N=C(SCc3ccccc3Cl)N2C1=O (configuration not stated)	/	?	0%	-2%	-1%[60.1 µM]	0	-7%	-1%	1%
51	O=C(Nc1ccccc1)N1CCSc2ccccc21	5%	-15%	-9%	-3%	-15%	-7	7%	-4%	-5%
52	Cn1c2ccccc2c2cnn(CC(=O)Nc3ccccc3F)c(=O)c21	/	-4%	-18%	1%	-2%	-5	22%	-1%	2%
53	COCCN(C(=S)Nc1cccc(OC)c1)C1CCN(C(C)C)CC1	6%	-3%	-11%	-1%	0%	-6	17%	-3%	-3%

Reprinted at random: 2 compounds from above
nr	Molecule	APEX1 inh	Apoferritin bind	Pol eta inh	BLM helicase inh	Pol kappa inh	LDHA inh	POLI inh	GRP78 ERSR act	POLB inh
50	COc1ccccc1CNC(=O)CCC1N=C2c3ccccc3N=C(SCc3ccccc3Cl)N2C1=O (configuration not stated)	/	?	0%	-2%	-1%[60.1 µM]	0	-7%	-1%	1%
53	COCCN(C(=S)Nc1cccc(OC)c1)C1CCN(C(C)C)CC1	6%	-3%	-11%	-1%	0%	-6	17%	-3%	-3%

This is a subset; count on the stated rates, not on these rows.
